# EP2 antag = EP2 receptor (human) inhibition; inhibition, % at 25 µM; C6 glioma cells expressing human EP2, cAMP TR-FRET; cells stimulated with saturating PGE2; actives 0.52% (n = 260,000); AID 1422;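 active = percent inhibition above 40 after rounding to a whole number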;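 note: rat C6 glioma host cells with rolipram phosphodiesterase inhibitor present; the protocol text gives 20 µM as final concentration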
# Target sequence (P43116 whole entry, looked up): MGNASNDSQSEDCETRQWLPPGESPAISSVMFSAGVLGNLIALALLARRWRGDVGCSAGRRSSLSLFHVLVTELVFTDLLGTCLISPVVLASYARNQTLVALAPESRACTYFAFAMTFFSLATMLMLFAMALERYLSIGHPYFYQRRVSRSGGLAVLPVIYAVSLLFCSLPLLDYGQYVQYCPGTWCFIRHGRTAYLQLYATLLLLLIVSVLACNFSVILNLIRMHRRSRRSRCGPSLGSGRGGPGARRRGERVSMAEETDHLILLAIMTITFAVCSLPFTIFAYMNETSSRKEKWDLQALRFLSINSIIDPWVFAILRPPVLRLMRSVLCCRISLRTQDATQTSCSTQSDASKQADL
# An asterisk follows results filed as active; & = joins results of further samples.
SMILES,EP2 antag
Cc1ccc(C)c(NC(=O)NCc2ccc(Cl)cc2)c1,12.3
CCOC(=O)COc1ccc(Br)cc1/C=C1\SC(N)=NC1=O,32.4
C[C@H](C(=O)c1ccncc1)c1ccccn1,7.0
COc1cc(NC(=O)CSc2nc(-c3ccccc3)nc3ccccc23)cc(OC)c1,6.2
COc1ccc(-c2cccc(CN(CCN3CCOCC3)Cc3cccnc3)c2)cc1,2.2
O=C(C1CCCCC1)N1CCc2c(nc(N3CCOCC3)[nH]c2=O)C1,6.5
O=C(O)CSc1nc2ccccc2n1CC(=O)NC1CCCCC1,10.2
CC(C)(C)n1nnnc1C(c1cccnc1)N(CCc1ccccc1)Cc1cccs1 (stereo unspecified),8.0
CCN1CCN(C(=O)c2cccc(F)c2F)CC1,15.8
CCS(=O)(=O)Nc1ccc(C2=NN(C(=O)c3ccco3)C(c3ccco3)C2)cc1 (stereo unspecified),6.5
COc1ccc(Br)c2c1C[C@H](C(=O)O)CC2,10.4
COc1ccc(-c2cc(C(F)(F)F)nc(SCC(=O)NC(C)c3ccccc3)n2)cc1OC (stereo unspecified),4.6
CCC(c1nnnn1C(C)(C)CC)N1CCN(C2CCCC2)CC1 (stereo unspecified),10.9
COc1ccc(CN(Cc2cncn2C)CC2CCCO2)c(OC)c1OC (stereo unspecified),9.5
Cc1cc(N2CCCCC2)nc2ccc(Cc3ccc4nc(N5CCCCC5)cc(C)c4c3)cc12,37.8
COc1ccc2c(Cl)c(C(=O)Nc3ccccc3Cl)sc2c1,8.8
CCn1c(=O)oc2cc(S(=O)(=O)NCCc3c(C)noc3C)ccc21,6.6
COc1ccccc1CN(C(=O)c1cc2ccccc2oc1=O)C1CCCC1,2.9
CCOc1cc(CN2CCN(S(=O)(=O)Cc3ccccc3)CC2)ccc1OC,10.9
COC(C/C=C/[C@@H](O)[C@@H](C)OCc1ccccc1)OC,5.9
O=C(Cn1cc(C(=O)C2CCCCC2)c2ccccc21)NCc1ccco1,10.6
COc1cc2cc(CN(C(=O)c3cccs3)C3CCCC3)c(=O)[nH]c2cc1OC,8.6
CCc1nc(-c2ccc(-c3ccc(Cl)cc3)nc2OC)no1,12.6
CCOc1ccc2ccccc2c1C1C(C#N)=C(N)Oc2n[nH]c(C)c21 (stereo unspecified),10.0
CCN1CCCC1CN(Cc1cc2cc3c(cc2[nH]c1=O)OCCO3)C(=O)Nc1ccccc1OC (stereo unspecified),10.3
CCc1nnc(NC(=O)c2sc3nc4c(C)ccc(C)c4cc3c2N)s1,25.3
COc1cc(CN2CCC(O)(c3ccccc3F)CC2)ccc1OCC(N)=O,3.6
Cc1cc(C)c(NC(=O)CSc2nc(C3CC3)nc3sc(C)c(C)c23)c(C)c1,11.2
Cn1c(=O)[nH]c(=O)c2c1nc(NCCOCCO)n2Cc1ccccc1Cl,9.4
C[C@@H](Cn1nnc2ccccc21)NC(=O)c1cscn1,8.4

# 2 of the compounds above, tab-delimited:
SMILES	EP2 antag
COc1cc(CN2CCC(O)(c3ccccc3F)CC2)ccc1OCC(N)=O	3.6
COc1cc2cc(CN(C(=O)c3cccs3)C3CCCC3)c(=O)[nH]c2cc1OC	8.6

# The listing continues:
SMILES,EP2 antag
O=C(CSc1nc(C2CCCCC2)nc2ccccc12)N1CCOCC1,15.3
COC(=O)c1c(NC(=O)c2cccs2)sc(C(=O)Nc2cccc(Cl)c2C)c1C,12.1
C[C@@H](NC(=O)C1(N)CCCC1)C(=O)O,18.0
CC12CCC(c3nnc(SCC(=O)Nc4ccc(Cl)cc4)nc31)C2(C)C (stereo unspecified),8.7
COC(=O)c1ccc(NC(=O)CSc2nnc(C)n2C)cc1,9.9
COCCN1C(=O)C(=O)/C(=C(\O)c2ccc(C)cc2)C1c1cc(OC)ccc1OC (stereo unspecified),2.4
CC(=O)c1cccc(S(=O)(=O)N(Cc2cc3cc4c(cc3[nH]c2=O)OCO4)C2CCCC2)c1,6.2
CCn1c(SCC(=O)Nc2ccccc2OC)nnc1-c1ccc(OC)cc1,7.0
Cc1ccc(NC(=O)CCSc2nc(-c3ccco3)cc(C(F)(F)F)n2)c(C)c1,18.8
OCC[C@@H]1C[C@H](O)[C@@H](O)[C@]2(CCCCO2)O1,11.7
O=C(NCCOc1ccccc1)C1Nc2ccc(C(F)(F)F)cc2C2c3ccccc3CC12 (stereo unspecified),7.5
CNC(=S)N(Cc1cc2cc3c(cc2[nH]c1=O)OCO3)C1CCCCC1,13.2
COc1ccc(OC)c(NC(=O)CSc2nc(C3CC3)nc3sc4c(c23)CCCC4)c1,14.6
COc1ccc(CNC(=O)COc2ccc(S(=O)(=O)N3CCCC3)cc2)cc1,8.1
CCOC(=O)c1[nH]c2ccc(C)cc2c1NC(=O)OC,16.9
CCn1c(=O)oc2cc(S(=O)(=O)NCCCN(C)c3ccccc3)ccc21,4.5
Cc1ccc(S(=O)(=O)c2ccc(Cl)cc2)cc1S(=O)(=O)NCc1cccnc1,10.0
Cc1cc(C)c2cc3c(N)c(C(=O)N4CCCCC4)sc3nc2c1,16.2
Cc1cc(C)c2cc(CN(Cc3cccnc3)S(=O)(=O)c3cccc4nsnc34)c(=O)[nH]c2c1,21.6
Nc1ccccc1-n1ccnc1,9.8
O=C1CCc2cc(S(=O)(=O)Nc3ccc(OCc4ccccc4)cc3)ccc2N1,8.2
Cc1cccc(C2(O)CCN(C(=O)c3cnc(C(C)(C)C)nc3)CC2)c1,8.0
Cc1ccnc(N2CCCC(C(=O)Nc3cc(Cl)ccc3C)C2)n1 (stereo unspecified),7.1
Cc1cc(C(=O)Nc2ccccc2)c2ccccc2n1,16.5
Nc1ccc(S(N)(=O)=O)cc1,9.8&11.0
Cc1ccc2nc(SCC(=O)N3CCC(C)CC3)c(C#N)cc2c1,9.7
CCOC(=O)CNC(=O)CSc1nc2c(c(=O)n(C)c(=O)n2C)n1Cc1ccccc1,10.2
COc1ccc(Nc2nc(OC)nc(OC)n2)cc1,5.1
O=C(Cn1nc(C(F)(F)F)c2c1CCC2)NCCc1ccccc1,12.1
O=C(COc1ccc2c3c(c(=O)oc2c1)CCC3)NCc1ccccc1,5.4

# Among those listed so far, these contain bromine:
SMILES,EP2 antag
CCOC(=O)COc1ccc(Br)cc1/C=C1\SC(N)=NC1=O,32.4
COc1ccc(Br)c2c1C[C@H](C(=O)O)CC2,10.4

# Remaining list, next part:
SMILES,EP2 antag
CCCOc1cccc(-c2nc3cc(Cl)ccc3c(=O)o2)c1,8.6
CCC(C)(C)C(=O)Nc1ccc(S(=O)(=O)N2CCCC2)cc1,8.6
Cc1cc(C)c(S(=O)(=O)N(CCO)Cc2cc3cccc(C)c3[nH]c2=O)c(C)c1,5.7
CCc1nc(NC(=O)Cc2sc(C)nc2-c2ccccc2)sc1C,6.3
CCn1c2ccccc2n2c(=O)n(CC(=O)N(C)C3CCCCC3)nc12,7.8
COc1ccccc1NC(=O)N(Cc1ccc(C)cc1)Cc1cc2cc(OC)c(OC)cc2[nH]c1=O,12.9
Cc1cc(NC(=O)CCC(=O)N(CC(=O)NC2CCCC2)c2cccc(F)c2)no1,7.0
COc1ccc(N(CC(=O)N2CCN(c3ccccc3OC)CC2)S(C)(=O)=O)cc1,5.4
OC1(C(O)(c2ccc(-c3ccccc3)cc2)c2ccc(-c3ccccc3)cc2)CCCCC1,43.1*
COc1ccc(NC(=O)CSc2nc3cc4c(cc3cc2C)OCO4)cc1,16.1
O=C(CN1CCC(c2nc3ccccc3s2)CC1)NC1CCCCC1,15.4
COCCn1c(SCC(=O)Nc2sc3c(c2C(N)=O)CCC3)nc2ccccc2c1=O,12.8
CC[C@@H](Cn1nc(-c2cccs2)ccc1=O)NC(=O)Cc1nonc1C,3.8
CCc1cc2cccc(C)c2nc1SCC(=O)Nc1cc(OC)ccc1OC,14.3
COc1ccc(OC)c(NC(=O)CSc2nnnn2-c2ccc(F)cc2)c1,6.3
COc1ccccc1NC(=O)c1sc(NC(=O)c2cccs2)c(C#N)c1C,29.6
COc1ccc(C)cc1NC(=O)C1CCN(C(=O)c2ccccc2Cl)CC1,22.8
CCC(=O)N1CCN(C(=O)c2ccccc2)CC1,11.1
COc1cc(-c2nc3cnccn3c2NCCc2ccccc2)ccc1O,6.5
CCCNS(=O)(=O)c1cc(-c2nnc3c4ccccc4c(C)nn23)ccc1OC,10.1
Cc1ccc2c(=O)c(C(=O)NCC3CCCO3)c[nH]c2c1 (stereo unspecified),6.7
O=C(Oc1ccccc1/C=C1\Sc2ccccc2C1=O)c1ccco1,9.7
Cc1ccc(N2CCCC2=O)cc1S(=O)(=O)NC(c1ccccc1)c1ccccc1,5.8
O=C(CSc1nc(-c2ccc(Cl)cc2)cs1)Nc1nccs1,9.7
CC1(C)C2(Cl)C(Cl)C(Cl)C(Cl)(C(Cl)Cl)C1(Cl)C2Cl (stereo unspecified),7.0
CC(Oc1ccccc1)C(=O)N1CCC2(CC1)Oc1ccc(F)cc1C(=O)C21CC(c2cccnc2)=NO1 (stereo unspecified),11.5
OCCNc1nc(-c2cccc(Cl)c2)nc2ccccc12,10.1
Cc1nccn1CCOc1ccccc1Cl,12.1
Cc1ccc2cc(CN(C(=O)c3ccccc3C)C3CCCCC3)c(=O)[nH]c2c1,15.3
CCOC(=O)c1ccc(NS(=O)(=O)c2c(N)n(C)c(=O)n(C)c2=O)cc1,-7.7
CCNC(=S)N(Cc1ccc(Cl)cc1)Cc1cc2cc3c(cc2[nH]c1=O)OCCO3,19.5
CN(C)CCn1cc(CN2CCC(O)(c3ccccc3F)CC2)c2ccccc21,5.5
CCc1ccc2[nH]c(=O)c(C(c3nnnn3C(C)(C)C)N3CCCc4ccccc43)cc2c1 (stereo unspecified),5.4
CCCOC(=O)Cn1cnc2sc(C(=O)Nc3ccccc3)c(C)c2c1=O,12.6
CCCCCCCCCCCCCCCC(=O)NCC(COP(=O)([O-])OCC[N+](C)(C)C)OCC (stereo unspecified),17.3
CCOC(=O)Cn1cnc2c(cnn2-c2ccc(OC)cc2)c1=O,10.1
Cc1ccc(C(C)C)c(OCC(=O)N2CCCCC2)c1,3.1
Oc1cccnc1CN1CCCCC1,7.1
C=CCn1c(SCC(=O)Nc2cc(Cl)ccc2OC)nnc1-c1ccco1,7.0
Cc1occc1-c1nnc(SCC(N)=O)n1Cc1ccco1,13.2
O=C1NC(c2ccccc2Cl)C(C(=O)c2ccco2)=C1O (stereo unspecified),18.3
COc1ccc(-c2nnn(CC(=O)Nc3cccc(Cl)c3C)n2)cc1OC,8.6
CC[N+](C)(C)CCOC(=O)c1oc2ccccc2c1C,13.2
CCc1nnc(NC(=O)COc2ccc(C3CCCCC3)cc2)s1,13.8
COC(=O)c1c(NC(=O)c2ccc(C)cc2)sc(C(=O)Nc2ccccc2OC)c1C,26.4
O=C1C(Cl)=C(NCc2ccco2)C(=O)c2ccccc21,23.8
Cc1[nH]c(=O)[nH]c(=O)c1NC(=O)CSc1ccc(-c2nc3ccccc3[nH]2)cn1,7.2
COc1ccc(C(c2nnnn2Cc2ccc(F)cc2)N2CCC(C)CC2)c(OC)c1 (stereo unspecified),1.1

# Among those listed so far, these have an NH in an aromatic ring.
SMILES,EP2 antag
O=C(C1CCCCC1)N1CCc2c(nc(N3CCOCC3)[nH]c2=O)C1,6.5
COc1cc2cc(CN(C(=O)c3cccs3)C3CCCC3)c(=O)[nH]c2cc1OC,8.6
CCOc1ccc2ccccc2c1C1C(C#N)=C(N)Oc2n[nH]c(C)c21 (stereo unspecified),10.0
CCN1CCCC1CN(Cc1cc2cc3c(cc2[nH]c1=O)OCCO3)C(=O)Nc1ccccc1OC (stereo unspecified),10.3
Cn1c(=O)[nH]c(=O)c2c1nc(NCCOCCO)n2Cc1ccccc1Cl,9.4
CC(=O)c1cccc(S(=O)(=O)N(Cc2cc3cc4c(cc3[nH]c2=O)OCO4)C2CCCC2)c1,6.2
CNC(=S)N(Cc1cc2cc3c(cc2[nH]c1=O)OCO3)C1CCCCC1,13.2
CCOC(=O)c1[nH]c2ccc(C)cc2c1NC(=O)OC,16.9
Cc1cc(C)c2cc(CN(Cc3cccnc3)S(=O)(=O)c3cccc4nsnc34)c(=O)[nH]c2c1,21.6
Cc1cc(C)c(S(=O)(=O)N(CCO)Cc2cc3cccc(C)c3[nH]c2=O)c(C)c1,5.7
COc1ccccc1NC(=O)N(Cc1ccc(C)cc1)Cc1cc2cc(OC)c(OC)cc2[nH]c1=O,12.9
Cc1ccc2c(=O)c(C(=O)NCC3CCCO3)c[nH]c2c1 (stereo unspecified),6.7
Cc1ccc2cc(CN(C(=O)c3ccccc3C)C3CCCCC3)c(=O)[nH]c2c1,15.3
CCNC(=S)N(Cc1ccc(Cl)cc1)Cc1cc2cc3c(cc2[nH]c1=O)OCCO3,19.5
CCc1ccc2[nH]c(=O)c(C(c3nnnn3C(C)(C)C)N3CCCc4ccccc43)cc2c1 (stereo unspecified),5.4
Cc1[nH]c(=O)[nH]c(=O)c1NC(=O)CSc1ccc(-c2nc3ccccc3[nH]2)cn1,7.2

# Source: PubChem BioAssay

# An excerpt, so the mix of outcomes need not match the whole.
